Chronic BCR inh – inhibitors of chronic active B-cell receptor signaling | ABC-DLBCL IkBa-CBG/CBR reporter, luminescence ratio, 4 h | Potency, µM (doses to about 46.1 µM), inactives show at the top dose ratio change, negative = lower green/red ratio, hits mostly inhibitors | hit rate 0.05% among 340,000 | AID 493014; active = well fitted inhibition curve with a large enough effect in the signal ratio, with a control signal flat, not every such curve was filed as active; inconclusive = small, poorly fitted or top-dose-only effect, or effect the other way, or a change in a side signal; the % refers to the signal ratio;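 note: potency is the fitted concentration of half-maximal effect; plate controls were basal doxycycline-induced cells for no effect and cells given 10 µM MG132 for full effect; MG132 reads +100%, hits lower the ratio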
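Doxycycline induced both beetle luciferases in TMD8 lymphoma cells; IKK-driven degradation limits the IkappaBalpha-fused green signal, while red luminescence normalises for cell number and nonspecific effects. Compounds tested up to 46 uM, 4 hrs.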
Mito fusion act – blocks mitochondrial division or promotes mitochondrial fusion | S. cerevisiae fusion-defective mutant growth rescue, CellTiterGlo 48 h | Potency, µM (doses to about 46.1 µM), inactives show at the top dose growth rescue (activation), actives largely listed as activators | hit rate 0.23% among 320,000;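 note: potency is the fitted concentration of half-maximal effect; % of control where 0% means no effect; nearly all actives have a fitted effect of over 45% in size; temperature-sensitive fusion mutants such as fzo1-1 at 37 °C on non-fermentable ethanol glycerol medium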
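Yeast fusion mutant, YPEG (non-fermentable carbon), compound, 48 h at 37C non-permissive; CellTiterGlo added, 10 min RT, luminescence read. Rescued growth = division inhibition.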
uPA generation – cell surface uPA generation inhibition; hit rate 0.31% among 330,000; cell surface uPA generation assay, qHTS; Potency, µM (titrated, usually from 38.3 µM), inactives show at the top dose activity change, negative = inhibition, actives largely listed as inhibitors; AID 540303; active = well fitted inhibition curve with a large enough effect; inconclusive = small, poorly fitted or top-dose-only effect; inactive = no such curve, though single readings can be large or run the other way; tested in mouse RAW 264.7 cells; note: potency is the fitted concentration of half-maximal effect; % is set by controls: 0 for no effect and ±100 for the full control effect; nearly all actives have a fitted effect of over 55% in size
Tb PFK inh – inhibitors of T. brucei phosphofructokinase. T. brucei PFK, ADP-Glo luminescence. Potency, µM (series often up to 57.5 µM), for inactives: top-dose activity, negative = inhibition, actives largely listed as inhibitors. hit rate 0.17% among 330,000;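 note: potency is the fitted concentration of half-maximal effect; 0% = uninhibited 1x PFK enzyme wells and -100% = no-enzyme wells; nearly all actives have a fitted effect of over 60% in size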
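Activity is normalized to no-enzyme wells (full inhibition) and 1.25 nM enzyme wells (no inhibition). Reaction: 0.5 mM F6P, 0.1 mM ATP, 45 min RT, ADP-Glo luminescence; concentration-response curves fitted and classed by quality.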
Eya2 phos inh – blocks the phosphatase activity of human Eya2; O00167; recombinant Eya2, OMFP fluorescence dephosphorylation (OMFP is methylfluorescein phosphate); Potency, µM (series often up to 76.9 µM), for inactives: top-dose activity, negative = inhibition, usual class: inhibitors; hit rate 0.006% among 330,000; note: potency is the fitted concentration of half-maximal effect; % is set by controls: 0 for no effect and ±100 for the full control effect
Target sequence (O00167 whole entry, looked up): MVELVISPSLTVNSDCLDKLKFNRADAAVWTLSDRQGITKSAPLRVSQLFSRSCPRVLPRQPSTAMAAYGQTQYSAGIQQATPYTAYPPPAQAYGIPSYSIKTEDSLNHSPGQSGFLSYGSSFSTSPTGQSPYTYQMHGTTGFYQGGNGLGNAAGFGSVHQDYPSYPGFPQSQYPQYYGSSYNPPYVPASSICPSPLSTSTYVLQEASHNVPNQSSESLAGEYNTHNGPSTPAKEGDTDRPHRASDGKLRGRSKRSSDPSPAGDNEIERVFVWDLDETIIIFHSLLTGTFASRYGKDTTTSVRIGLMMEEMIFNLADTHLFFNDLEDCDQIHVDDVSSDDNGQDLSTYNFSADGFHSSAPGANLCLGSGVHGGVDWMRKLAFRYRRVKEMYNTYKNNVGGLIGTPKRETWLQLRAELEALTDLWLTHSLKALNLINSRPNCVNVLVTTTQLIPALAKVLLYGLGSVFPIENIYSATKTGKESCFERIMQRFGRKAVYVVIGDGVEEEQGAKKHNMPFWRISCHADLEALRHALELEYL
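Eya2 (0.2 uM) preincubated 10 min at ambient with compound, then OMFP substrate added at 50 uM; 10 min reaction in 50 mM HEPES pH 7.5, 50 mM NaCl, 5 uM MgCl2, 0.05% BSA, 1 mM DTT. Fluorescence read at Ex 485/Em 525 nm.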
TSHR antag – blocks TSH signaling through the human TSH receptor | P16473 | TSHR-expressing cells, TSH-stimulated cAMP HTRF, 2 h; active compounds read low | activity change, negative = inhibition, % at 11.5 µM | hit rate 0.2% among 330,000 | AID 504810;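 active = activity change below a set negative limit, meaning inhibition stronger than a set level, cut at about -70% in these data; inconclusive = activity change between two set negative limits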; note: % is set by controls: 0 for no effect and ±100 for the full control effect
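TSHR-expressing cells, 200/well, pre-treated with compound, then stimulated with EC80 TSH (4nM final) for 2 hours at 37 deg C. cAMP measured by competitive HTRF: anti-cAMP cryptate antibody in lysis buffer plus cAMP-d2, read after 30 minutes at room temperature.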
B2AR arrestin – beta2AR (human) beta-arrestin recruitment activity | P07550 | beta-arrestin recruitment to beta2AR, cell-based reporter | Potency, µM (doses to about 46.1 µM), inactives show at the top dose activation, usual class: activators | hit rate 0.02% among 330,000;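 note: potency is the fitted concentration of half-maximal effect; 0% = DMSO controls and full agonism = EC100 isoproterenol or metaproterenol; nearly all actives have a fitted effect of over 65% in size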
TCR act – activates T cell receptor signaling; primary human leukocytes, anti-CD3, IL-2 HTRF, 48 h; Potency, µM (highest dose often 9.22 µM), without a hit: at the highest dose activation of IL-2 secretion, most hits filed as activators; 330,000 tested, under 10 active; note: % of control where 0% means no effect
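Activity was scored as IL-2 release from primary human leukocytes given only a TCR signal (a-CD3 beads) plus compound for 48 hr. Detection used a two-antibody HTRF format read at 665nm.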
USP2a block – inhibitors of human ubiquitin-specific protease USP2a | USP2 core, Ub-CHOP2 coupled fluorogenic reporter, 485/531 | hit rate 0.01% among 330,000 | AID 463254 | O75604 | Potency, µM (doses to about 38.3 µM), for the others: top-dose activity change, negative = inhibition, most hits filed as inhibitors;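 note: potency is the fitted concentration of half-maximal effect; plate controls were DMSO wells for no effect and full inhibition by NEM control for full effect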
Target sequence (O75604 whole entry, looked up): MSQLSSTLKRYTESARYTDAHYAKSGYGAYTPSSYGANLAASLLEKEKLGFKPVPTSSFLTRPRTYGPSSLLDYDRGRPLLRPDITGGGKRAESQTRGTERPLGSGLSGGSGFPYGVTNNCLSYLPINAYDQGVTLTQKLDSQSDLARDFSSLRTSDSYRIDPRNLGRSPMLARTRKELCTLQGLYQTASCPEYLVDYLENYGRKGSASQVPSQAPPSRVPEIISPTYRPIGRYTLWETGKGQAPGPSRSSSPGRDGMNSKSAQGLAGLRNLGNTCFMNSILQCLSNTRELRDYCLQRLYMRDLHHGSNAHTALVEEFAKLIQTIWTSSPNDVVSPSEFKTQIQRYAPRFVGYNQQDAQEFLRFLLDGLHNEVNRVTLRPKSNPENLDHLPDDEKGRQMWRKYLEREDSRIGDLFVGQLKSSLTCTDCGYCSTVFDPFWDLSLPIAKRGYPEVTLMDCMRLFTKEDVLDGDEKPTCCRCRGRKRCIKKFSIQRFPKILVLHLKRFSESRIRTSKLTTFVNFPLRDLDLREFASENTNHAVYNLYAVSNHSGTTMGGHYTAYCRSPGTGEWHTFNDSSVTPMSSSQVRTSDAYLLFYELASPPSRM
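Deubiquitinase activity read as fluorescence (485/531 nm) after Ub-CHOP2 cleavage activates the enterokinase reporter on its substrate; USP2 core 10nM, Ub-CHOP2 and substrate 25nM each, 30min compound preincubation then 60min RT; data normalized to NEM, curves fitted.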
TSG101-PTAP inh – blocks PTAP/TSG101 interaction to inhibit HIV-1 budding; Potency, µM (titrated, usually from 115 µM), for inactives: at the top dose activity change, negative = inhibition, actives largely listed as inhibitors; Fluorescence polarization, FITC-PTAP peptide / Tsg101 binding; AID 493005; 340,000 tested, under 10 active; Q99816; active = well fitted inhibition curve with a large enough effect in the main read-out, with a control signal flat, not every such curve was filed as active; inconclusive = small, poorly fitted or top-dose-only effect, or effect the other way, or a change in a side signal; inactive = no such curve, though single readings can be large or run the other way; note: potency is the fitted concentration of half-maximal effect; % of control where 0% means no effect
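Fluorescence anisotropy tracks displacement of a FITC-tagged PTAP peptide (50 nM) from the Tsg101 binding domain (10 uM), following a 20 min room-temperature incubation at pH 7.5.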
ELG1 repair inh – inhibitors of ELG1-dependent DNA repair in HEK293T cells. HEK293T ELG1-luciferase reporter, luminescence, 16 h; DNA damage induced by 5-fluorouridine. Potency, µM (series often up to 46.1 µM), without a hit: top-dose activity change, negative = inhibition, hits mostly inhibitors. hit rate 2.3% among 330,000. AID 504467; note: potency is the fitted concentration of half-maximal effect; % is set by controls: 0 for no effect and ±100 for the full control effect; nearly all actives have a fitted effect of over 55% in size
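Overnight (16 hr) co-exposure of 2,000 cells/well to 5-fluorouridine and compound at 37 °C preceded detection. Luciferase was quantified via ONE-Glo luminescence; loss of signal denotes inhibition.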
* = called active by the depositor; ? = inconclusive; / = not tested or not shown; & = joins results of further samples; [ ] = remark or other dose. Unless noted, calls come from the whole dose curve; as a rule, active = well fitted curve in the direction sought with a large enough effect; inconclusive = small, poorly fitted or top-dose-only effect, or another doubt; inactive = no such curve, though single readings can be large; an effect the other way counts as inactive or inconclusive.

The opening three compounds, to show the layout:
1	C[N+]1(C)[C@@H]2CC[C@H]1CC(OC(=O)C(c1ccccc1)c1ccccc1)C2 (stereo partly specified)
2	CC(=NCCN1CCCCC1)c1c(O)n(-c2ccccc2)c(=O)[nH]c1=O
3	CCc1nnc(NC(=O)CSc2nccn2-c2cccc(C)c2C)s1
entry no.,1,2,3
Chronic BCR inh,-1%,9%,?
Mito fusion act,-2%,0%,-1%
uPA generation,16%,11%,?
Tb PFK inh,-1%,-5%,3%
Eya2 phos inh,12%,6%,1%
TSHR antag,-2,4,-32
B2AR arrestin,-0.9%,-0.1%,7.5%
TCR act,1%,-1%,0%
USP2a block,1%,-1%,3%
TSG101-PTAP inh,-3%,1%,-3%
ELG1 repair inh,15%,18%,9.2µM*

All compounds of this part, from the first entry:
1	C[N+]1(C)[C@@H]2CC[C@H]1CC(OC(=O)C(c1ccccc1)c1ccccc1)C2 (stereo partly specified)
2	CC(=NCCN1CCCCC1)c1c(O)n(-c2ccccc2)c(=O)[nH]c1=O
3	CCc1nnc(NC(=O)CSc2nccn2-c2cccc(C)c2C)s1
4	O=C(CCS(=O)(=O)c1ccc(Br)cc1)N1CCC2(CC1)OCCO2
5	O=C(CN1CCN(Cc2ccc(Cl)cc2)C1=O)N1CCC2(CC1)OCCO2
6	O=[N+]([O-])c1ccc(-c2ccccc2)c([As](=O)(O)O)c1
7	O=C(c1ccc(Cl)cc1)N1CCC2(CC1)OCCO2
8	CCCCn1c(O)c(C(CC)=NCCN2CCOCC2)c(=O)[nH]c1=O
entry no.,1,2,3,4,5,6,7,8
Chronic BCR inh,-1%,9%,?,-4%,21%,?,1%,?
Mito fusion act,-2%,0%,-1%,-8%,-6%,24%,-1%,-5%
uPA generation,16%,11%,?,-8%,-1%,3%,-33%,/
Tb PFK inh,-1%,-5%,3%,-8%,6%,-1%,1%,-4%
Eya2 phos inh,12%,6%,1%,-8%,-18%,-26%,9%,3%
TSHR antag,-2,4,-32,-2,-7,9,-3,1
B2AR arrestin,-0.9%,-0.1%,7.5%,-0.1%,-0.2%,7.2%,-0.2%,0.0%
TCR act,1%,-1%,0%,-1%,0%,4%,8%,2%
USP2a block,1%,-1%,3%,1%,4%,7%,-2%,2%
TSG101-PTAP inh,-3%,1%,-3%,-5%,-1%,-3%,-6%,-7%
ELG1 repair inh,15%,18%,9.2µM*,23%,-8%,12%,1%,2%

9	O=[N+]([O-])c1ccccc1-c1cc(-c2ccccc2)cc(-c2ccccc2)[n+]1Cc1ccccc1Cl
10	O=C(Cn1ncc2ccccc21)N1CCC2(CC1)OCCO2
11	CC1CN(O)C2CCc3nonc3C12O (stereo unspecified)
12	COc1ccc(OCC(=O)N2CCN(C3CCC(c4ccccc4)CC3)CC2)cc1 (stereo unspecified)
13	COc1ccccc1/C=N/N=C(/N)N[N+](=O)[O-]
14	COC(=O)C1(C(=O)O)Cc2cc([N+](=O)[O-])ccc2N2CCCC21 (stereo unspecified)
15	COc1ccc(C(=O)c2nc3ccccc3n2C(C)C)cc1
16	COc1ccc(C2N3CC(C)(C)CN23)cc1 (stereo unspecified)
entry no.,9,10,11,12,13,14,15,16
Chronic BCR inh,?,3%,-6%,-1%,?,3%,-1%,-1%
Mito fusion act,2%,3%,-1%,13%,-3%,5%,-1%,-2%
uPA generation,?,7%,-1%,0%,-2%,2%,29%,/
Tb PFK inh,-3%,-1%,0%,5%,5%,2%,3%,0%
Eya2 phos inh,-10%,-25%,16%,3%,6%,3%,-11%,-6%
TSHR antag,-9,14,3,8,15,-6,-15,-1
B2AR arrestin,0.3%,-0.3%,0.2%,-1.9%,-0.6%,0.2%,0.2%,0.1%
TCR act,-5%,0%,5%,1%[46.1 µM],-1%,-19%,3%,-6%[46.1 µM]
USP2a block,-1%,-1%,-1%,5%,2%,1%,0%,-1%
TSG101-PTAP inh,-1%,-7%,1%,-6%,0%,3%,0%,/
ELG1 repair inh,?,21%,2%,6%,?,0%,6%,4%

17	COC(=O)C1=C(c2ccc(F)cc2OCc2ccccc2)C[C@@H]2CC[C@H]1N2C(=O)NCc1ccccc1Br
18	CCOC(=O)c1c(C)n(Cc2ccccc2)c2ccc(OCC(O)Cn3nc(C)nc3C)cc12 (stereo unspecified)
19	OC12Oc3ccccc3C=C1N1CCC2CC1 (stereo unspecified)
20	CC/C(=N\NC(=O)Nc1ccccc1)c1c(O)n(Cc2ccccc2)c(=O)[nH]c1=O
21	CCCCn1c(=O)c(C(=O)NCc2ccncc2)c(O)c2ccccc21
22	CC1CCC/C=C/C2CC(O)CC2C(O)/C=C/C(=O)O1 (stereo unspecified)
23	CC(=O)CCC(C)=O
24	c1ccc2c(NC3=NCCS3)cccc2c1
entry no.,17,18,19,20,21,22,23,24
Chronic BCR inh,-8%,7%,-1%,?,?,?,-2%,-15%
Mito fusion act,24%,-1%,0%,1%,5%,-2%,-8%,-7%
uPA generation,?,-13%,4%,3%,14%,-16%,2%,-2%
Tb PFK inh,-1%,-2%,3%,1%,-2%,5%,4%,3%
Eya2 phos inh,2%,-1%,7%,15%,0%,-22%,15%,10%
TSHR antag,-13,6,-6,-4,5,-6,8,6
B2AR arrestin,-0.9%,-0.2%,0.0%,-0.4%,?,-0.5%,0.2%,0.0%
TCR act,2%,2%,0%,-2%,-1%,-3%,0%,4%
USP2a block,2%,0%,-1%,-1%,-14%,4%,0%,7%
TSG101-PTAP inh,0%,-2%,1%,2%,-6%,-2%,-2%,0%
ELG1 repair inh,-22%,?,-3%,0%,?,0.65µM*,7%,28%

25	COC(=O)C1=C(c2c(C)noc2C)C[C@@H]2CC[C@H]1N2C(=O)N1CCc2cc(OC)c(OC)cc2C1
26	Cc1ccccc1N1CCN(Cc2ccc3c(c2)OCO3)CC1
27	CC(=O)Nc1nc(C)c(-c2csc(Nc3ccccn3)n2)s1
28	COC(=O)C1=C(c2cccc(Cl)c2)C[C@@H]2CC[C@H]1N2C(=O)N1CCCC1
29	Cc1ccc(/C(N)=N/OC(=O)CCC2CCCCC2)cc1
30	C[C@H](NC(=O)c1nc[nH]c1C(=O)N[C@H](C)c1ccccc1)C(=O)OC(C)(C)C
31	CC(C)N1CCN(Cc2c[nH]c3ccccc23)CC1CCO (stereo unspecified)
32	Cc1cc(/C=C2\C(=O)NC(=O)N(c3cccc(Br)c3)C2=O)c(C)n1C
entry no.,25,26,27,28,29,30,31,32
Chronic BCR inh,?,1%,?,5%,?,0%,-4%,0%
Mito fusion act,0%,2%,-1%&7%,7%,7%,1%,0%,-6%
uPA generation,4%,2%,-26%&0%,9%,/,20%,1%,-6%
Tb PFK inh,1%,-2%,3%&3%,-1%,-8%,0%,-6%,2%
Eya2 phos inh,-3%,-4%,-1%&-4%,1%,-8%,-1%,11%,3%
TSHR antag,-14,2,-8&-4,-17,9,-3,0,-1
B2AR arrestin,0.4%,-0.4%,-0.6%&0.1%,0.4%,0.4%,-0.4%,0.3%,0.0%
TCR act,11%,-4%,2%&-1%,-4%,5%,-20%,0%,0%[46.1 µM]
USP2a block,1%,2%,-2%&-1%,-1%,0%,4%,2%,0%
TSG101-PTAP inh,-10%,-1%,-1%&-6%,0%,-2%,/,-9%,0%
ELG1 repair inh,-13%,-13%,?,0%,?,?,-1%,24%

33	CCOC(=O)C1(Cc2ccc(Cl)cc2)CCN(C(C)CCn2cccn2)CC1 (stereo unspecified)
34	CCOc1ccc(CNCCc2ccc3c(c2)OCO3)cc1
35	O=C(Cn1c(=O)c(C(F)(F)F)nc2ccccc21)N1CCC2(CC1)OCCO2
36	CCCCn1c(C)c(C(=O)O)c2cc(OC)c3ccccc3c21
entry no.,33,34,35,36
Chronic BCR inh,-12%,?,5%,0%
Mito fusion act,-3%,-5%,-1%,7%
uPA generation,-18%,-9%,/,-3%
Tb PFK inh,-11%,10%,-2%,2%
Eya2 phos inh,9%,-4%,7%,3%
TSHR antag,2,-24,4,-5
B2AR arrestin,0.4%,0.0%,0.1%,-0.1%
TCR act,/,/,6%,10%
USP2a block,2%,3%,-7%,-12%
TSG101-PTAP inh,-5%,-6%,-2%,0%
ELG1 repair inh,-19%,19%,-3%,6%

An excerpt. The share of hits here may be higher or lower than overall.
